Assay outcomes from PubChem.
beta cell repl = inducers of MIN6 beta-cell proliferation, primary screen, ATP luminescence, uHTS; MIN6 cells proliferation, ATPlite luminescence, 48 h; cells starved in 0.2% serum; 100% = growth in 10% serum; AID 2380, 2010; actives 0.29% (n = 330,000); proliferation, % at 10 µM;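 active = compounds whose signal lies at least 3.5 SD above the mean of all wells on their plate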;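 note: 0% = DMSO-treated cells in low-serum medium and 100% = 10% serum control; some compounds called inactive have numbers as strong as hits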
hIAP act = human IAP activators, primary screen, biochemical, luminescence, uHTS | Intestinal-type alkaline phosphatase (Homo sapiens), P09923 | AID 2524, 2010 | purified human IAP, CDP-Star luminescence, 30 min; stronger effect = higher value; 1 = vehicle-only enzyme, 0 = enzyme-free background | activation factor at 10 µM | actives 0.16% (n = 330,000);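 active = activation factor of the enzyme at least 2-fold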; note: the source names both 10 and 20 µM as test concentration; values of inactives mirror those of a sister screen read the other way
MPTP block = mitochondrial permeability transition pore inhibitors, primary screen, biochemical, isolated mouse mitochondria, absorbance; inhibition, % at 10 µM; Ca2+ swelling absorbance, 30 min; actives 1.4% (n = 360,000); AID 602449, 2012;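 active = inhibition of 50% or more, scaled per plate between neutral and stimulator controls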;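 note: 0% = DMSO wells given calcium and 100% = 1 mM EGTA wells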
mIAP act = activators of mouse IAP, primary screen, biochemical, luminescence, uHTS; muIAP, CDP-Star luminescence, 30 min; stronger effect = higher value; 1 = vehicle-only enzyme signal, 0 = enzyme-free wells; intestinal alkaline phosphatase [Mus musculus]; activation factor at 10 µM; AID 2805, 2010; actives 0.24% (n = 330,000);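 active = activation factor of at least 2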; note: the source names both 10 and 20 µM as test concentration; values of inactives mirror those of a sister screen read the other way
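Assay system: mouse IAP enzyme / Compound: DMSO-dissolved test compounds / Timing: 30 min, room temperature / Measured by: luminescence from enzymatic CDP-Star hydrolysis / Control set: DMSO-only wells, enzyme-free buffer wells as negative control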
mIAP inh = inhibitors of mouse IAP, primary screen, biochemical, luminescence, uHTS | purified mouse IAP, CDP-Star luminescence, 30 min | inhibition, % at 10 µM | actives 0.2% (n = 330,000) | AID 2806, 2010;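 active = inhibition of at least 40% at 10 µM in the primary screen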;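 note: plate controls were DMSO with enzyme for no effect and no enzyme wells for full effect; values of inactives mirror those of a sister screen read the other way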
A3G deaminase = APOBEC3G DNA deaminase inhibitors, primary screen, biochemical, fluorescence, single-stranded DNA substrate, uHTS; AID 493012, 2011; inhibition, % at 20 µM; DNA dC->dU-editing enzyme APOBEC-3G (Homo sapiens), Q9HC16; actives 0.28% (n = 330,000); recombinant A3G, ssDNA deamination FAM/TAMRA fluorescence;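 active = inhibition of at least 40% at 20 µM, with no more than 30% in the related APOBEC3A deaminase screen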;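 note: plate controls were DMSO wells with A3G for no effect and wells lacking A3G enzyme for full effect; some compounds called inactive have numbers as strong as hits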
Target sequence (Q9HC16 whole entry, looked up): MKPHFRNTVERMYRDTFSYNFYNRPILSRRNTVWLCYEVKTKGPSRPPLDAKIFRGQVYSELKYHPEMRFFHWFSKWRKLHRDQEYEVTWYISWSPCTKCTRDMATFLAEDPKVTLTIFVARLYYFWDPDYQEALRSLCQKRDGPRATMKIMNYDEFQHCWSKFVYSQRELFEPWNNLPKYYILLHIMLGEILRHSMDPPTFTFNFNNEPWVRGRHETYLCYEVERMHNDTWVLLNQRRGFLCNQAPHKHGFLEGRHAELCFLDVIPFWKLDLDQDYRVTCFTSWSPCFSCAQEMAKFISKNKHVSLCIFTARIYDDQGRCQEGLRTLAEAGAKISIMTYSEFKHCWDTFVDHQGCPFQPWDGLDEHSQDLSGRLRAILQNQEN
hIAP inh = human IAP inhibitors, primary screen, biochemical, luminescence, uHTS; purified IAP, CDP-Star luminescence, 30 min; inhibition, % at 10 µM; actives 0.12% (n = 330,000); AID 2544, 2010;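 active = inhibition reaching a set limit with compound at 10 µM in the primary screen, cut at about 35% in these data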;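 note: plate controls were DMSO wells with enzyme for no effect and no-enzyme buffer wells for full effect; values of inactives mirror those of a sister screen read the other way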
ATG4B inh = ATG4B protease inhibitors, primary screen, biochemical, fluorescence, uHTS | Cysteine protease ATG4B (Homo sapiens), Q9Y4P1 | ATG4B cleavage of LC3-PLA2, NBD-HPC fluorescence, 1 h | inhibition, % at 8.33 µM | actives 0.51% (n = 340,000) | AID 504462, 2011; in the data active = inhibition above about 40%
Target sequence (Q9Y4P1 whole entry, looked up): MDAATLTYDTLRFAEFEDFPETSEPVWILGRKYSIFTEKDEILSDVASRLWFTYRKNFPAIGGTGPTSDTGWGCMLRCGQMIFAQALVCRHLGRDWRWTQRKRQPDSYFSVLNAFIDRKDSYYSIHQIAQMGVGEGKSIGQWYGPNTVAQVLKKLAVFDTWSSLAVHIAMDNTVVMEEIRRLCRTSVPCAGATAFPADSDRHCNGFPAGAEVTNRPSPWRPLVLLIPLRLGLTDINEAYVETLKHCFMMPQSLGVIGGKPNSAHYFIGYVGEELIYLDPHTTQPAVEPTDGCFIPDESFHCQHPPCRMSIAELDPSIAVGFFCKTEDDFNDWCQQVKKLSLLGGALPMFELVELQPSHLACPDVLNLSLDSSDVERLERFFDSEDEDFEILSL
APOBEC3A inh = APOBEC3A ssDNA deaminase inhibitors, primary screen, selectivity assay for APOBEC3G inhibitor project, biochemical, FAM/TAMRA oligo cleavage fluorescence; recombinant A3A, FAM/TAMRA ssDNA deamination fluorescence; DNA dC->dU-editing enzyme APOBEC-3A (Homo sapiens), P31941; actives 0.41% (n = 330,000); inhibition, % at 20 µM; AID 493011, 2011;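 active = at least 40% inhibition at 20 µM here, with at most 30% in a related deaminase screen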;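 note: plate controls were A3A with DMSO for no effect and wells lacking A3A enzyme for full effect; some results filed as inactive read as strong as hits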
Target sequence (P31941 whole entry, looked up): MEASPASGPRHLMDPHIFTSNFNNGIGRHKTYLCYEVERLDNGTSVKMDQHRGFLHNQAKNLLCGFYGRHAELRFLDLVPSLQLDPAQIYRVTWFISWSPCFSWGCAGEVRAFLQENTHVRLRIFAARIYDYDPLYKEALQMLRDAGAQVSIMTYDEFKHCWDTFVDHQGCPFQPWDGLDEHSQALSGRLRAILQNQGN
* hit, by the source's call.

Screening O=C(COc1ccccc1Br)NCCc1nc2ccccc2[nH]1 returned beta cell repl 0.0, hIAP act 0.912, MPTP block 0.4, mIAP act 1.05, mIAP inh -5.5, A3G deaminase -2.0, hIAP inh 8.8, ATG4B inh -4.3 and APOBEC3A inh 0.2.
`Cn1ncc(Br)c1C(=O)NCc1cccs1` gave beta cell repl -1.2, hIAP act 0.813, MPTP block 1.9, mIAP act 0.959, mIAP inh 4.1, A3G deaminase -5.0, hIAP inh 18.7, ATG4B inh 9.0 and APOBEC3A inh -1.8.
`COc1ccc(N2C(=NC(=O)C(C)Oc3ccccc3)SC3CS(=O)(=O)CC32)cc1` (configuration not stated) gave beta cell repl -3.2, hIAP act 1.07, MPTP block -1.4, mIAP act 0.935, mIAP inh 6.5, A3G deaminase 0.8, hIAP inh -7.3, ATG4B inh -2.8 and APOBEC3A inh 2.8.
`CC(=O)/C(=N/Nc1ccccc1Cl)Sc1nnc(C(O)c2ccccc2)n1-c1ccccc1` (configuration not stated) gave beta cell repl 0.0, hIAP act 0.935, MPTP block 0.5, mIAP act 0.894, mIAP inh 10.6, A3G deaminase -6.4, hIAP inh 6.5, ATG4B inh -2.7 and APOBEC3A inh -4.4.
COc1ccc(C(CC(=O)O)NC(=O)c2cccs2)cc1 (configuration not stated) was read as beta cell repl -1.1, hIAP act 0.97, MPTP block -1.1, mIAP act 1, mIAP inh 0.0, A3G deaminase 0.6, hIAP inh 3.0, ATG4B inh 2.9 and APOBEC3A inh 3.3.
`O[C@@H](c1cc(C(F)(F)F)nc2c(C(F)(F)F)cccc12)[C@H]1CCCCN1` gave beta cell repl -8.3, hIAP act 0.826, MPTP block 97.4*, mIAP act 0.868, mIAP inh 13.2, A3G deaminase 4.1, hIAP inh 17.4, ATG4B inh 3.4 and APOBEC3A inh 3.0.
For CCOC(=O)c1cc(C(=O)c2cc(F)ccc2O)coc1=N the results were beta cell repl -2.1, hIAP act 0.789, MPTP block 3.1, mIAP act 1.03, mIAP inh -3.5, A3G deaminase 2.9, hIAP inh 21.1, ATG4B inh -9.1 and APOBEC3A inh -0.1.
Screening COc1ccc(/C=C2/C(=O)N(c3cccc(F)c3)N=C2C)c(OC)c1 returned beta cell repl -1.4, hIAP act 1.16, MPTP block 2.7, mIAP act 0.914, mIAP inh 8.6, A3G deaminase -2.1, hIAP inh -16.0, ATG4B inh 5.7 and APOBEC3A inh -2.4.
Screening C/C(=N\Nc1nc(Nc2ccccc2)nc(N2CCOCC2)n1)c1cccs1 returned beta cell repl -2.1, hIAP act 1.1, MPTP block 0.2, mIAP act 0.969, mIAP inh 3.1, A3G deaminase -3.0, hIAP inh -10.5, ATG4B inh -4.3 and APOBEC3A inh 1.4.
Screening CCC1CCCCN1C(=O)c1ccc(OC2CCN(C(=O)CCOC)CC2)cc1 (configuration not stated) returned beta cell repl -3.6, hIAP act 1.07, MPTP block 0.0, mIAP act 1.03, mIAP inh -3.4, A3G deaminase -1.2, hIAP inh -7.4, ATG4B inh -6.8 and APOBEC3A inh -2.4.
Screening CN(C)/C=C/C(=O)c1ccc(-c2ccc(Cl)cc2Cl)o1 returned beta cell repl -5.0, hIAP act 0.977, MPTP block 0.4, mIAP act 0.867, mIAP inh 13.3, A3G deaminase -7.2, hIAP inh 2.3, ATG4B inh 1.3 and APOBEC3A inh -3.1.
For CCCCN(C(=O)NCCCCCCNC(=O)N(CCCC)C1CCS(=O)(=O)C1)C1CCS(=O)(=O)C1 (configuration not stated) the results were beta cell repl -3.2, hIAP act 1.03, MPTP block 2.5, mIAP act 0.965, mIAP inh 3.5, A3G deaminase -4.7, hIAP inh -3.5, ATG4B inh 1.1 and APOBEC3A inh -3.8.
`CCOC(=O)Cn1c(=O)oc2cc(S(=O)(=O)NCCCc3ccccc3)ccc21` gave beta cell repl -4.7, hIAP act 0.971, MPTP block 2.1, mIAP act 0.926, mIAP inh 7.4, A3G deaminase -0.6, hIAP inh 2.9, ATG4B inh -0.9 and APOBEC3A inh -1.0.
Cc1ccnc(NS(=O)(=O)c2cccs2)c1 was read as beta cell repl -3.1, hIAP act 1.07, MPTP block 4.4, mIAP act 0.94, mIAP inh 6.0, A3G deaminase -7.1, hIAP inh -6.8, ATG4B inh -2.7 and APOBEC3A inh -7.3.
`COc1ccc2[nH]c(CN3CCN(CC=C(C)C)C(CCO)C3)c(C)c2c1` (configuration not stated) gave beta cell repl -3.4, hIAP act 1.11, MPTP block -0.5, mIAP act 1.03, mIAP inh -2.7, A3G deaminase -7.1, hIAP inh -10.6, ATG4B inh 3.9 and APOBEC3A inh -8.8.
`O=C1CC(N2CCN(c3ccc(O)cc3)CC2)C(=O)N1c1ccc2c(c1)OCO2` (configuration not stated) gave beta cell repl -3.9, hIAP act 0.95, MPTP block -0.9, mIAP act 0.868, mIAP inh 13.2, A3G deaminase 13.5, hIAP inh 5.0, ATG4B inh -4.3 and APOBEC3A inh -4.2.
Screening O=S(=O)(O)c1ccc(N=NNc2ccc(Br)cc2)cc1 returned beta cell repl -3.6, hIAP act 0.972, MPTP block 0.8, mIAP act 0.99, mIAP inh 1.0, A3G deaminase -7.8, hIAP inh 2.8, ATG4B inh -0.5 and APOBEC3A inh -4.1.
Screening O=C(C1CCN(C2CCN(CC3CC=CCC3)CC2)CC1)N1CCOCC1 (configuration not stated) returned beta cell repl -0.8, hIAP act 0.986, MPTP block 2.4, mIAP act 1.1, mIAP inh -10.1, A3G deaminase 2.5, hIAP inh 1.4, ATG4B inh -8.8 and APOBEC3A inh 5.4.
COc1cccc(CNC(=O)N2CCN(c3ccccc3)CC2)c1 was read as beta cell repl -2.9, hIAP act 0.847, MPTP block -2.5, mIAP act 1, mIAP inh -0.4, A3G deaminase -14.8, hIAP inh 15.3, ATG4B inh 5.2 and APOBEC3A inh -5.2.
For O=C(C1=C[C@H](c2ccc3c(c2)OCO3)C[C@H](OCCCCO)O1)N1CCN(Cc2ccccc2)CC1 the results were beta cell repl 6.5, hIAP act 0.902, MPTP block -1.0, mIAP act 0.939, mIAP inh 6.1, A3G deaminase -9.9, hIAP inh 9.8, ATG4B inh -3.4 and APOBEC3A inh -2.5.

An excerpt from above in order of number of heavy atoms, high to low.
`COc1ccc(N2C(=NC(=O)C(C)Oc3ccccc3)SC3CS(=O)(=O)CC32)cc1` (configuration not stated) gave beta cell repl -3.2, hIAP act 1.07, MPTP block -1.4, mIAP act 0.935, mIAP inh 6.5, A3G deaminase 0.8, hIAP inh -7.3, ATG4B inh -2.8 and APOBEC3A inh 2.8.
`CCOC(=O)Cn1c(=O)oc2cc(S(=O)(=O)NCCCc3ccccc3)ccc21` gave beta cell repl -4.7, hIAP act 0.971, MPTP block 2.1, mIAP act 0.926, mIAP inh 7.4, A3G deaminase -0.6, hIAP inh 2.9, ATG4B inh -0.9 and APOBEC3A inh -1.0.
COc1ccc(C(CC(=O)O)NC(=O)c2cccs2)cc1 (configuration not stated) was read as beta cell repl -1.1, hIAP act 0.97, MPTP block -1.1, mIAP act 1, mIAP inh 0.0, A3G deaminase 0.6, hIAP inh 3.0, ATG4B inh 2.9 and APOBEC3A inh 3.3.

The list goes on:
Screening Cc1cccc(NC(=O)c2nc[nH]c2C(=O)N[C@@H](CC(C)C)C(=O)OC(C)(C)C)c1 returned beta cell repl -8.3, hIAP act 1.12, MPTP block 11.3, mIAP act 1.01, mIAP inh -1.3, A3G deaminase -1.9, hIAP inh -12.1, ATG4B inh -9.6 and APOBEC3A inh 0.7.
Screening COc1ccccc1OCc1ccc(C(=O)Nc2cc(OC)c(OC)c(OC)c2)o1 returned beta cell repl 0.3, hIAP act 0.879, MPTP block 0.5, mIAP act 1.04, mIAP inh -4.3, A3G deaminase -6.1, hIAP inh 12.1, ATG4B inh -5.2 and APOBEC3A inh -4.6.
O=C(/C=C/c1c(F)cccc1Cl)Nc1ccncc1 was read as beta cell repl 0.0, hIAP act 1.04, MPTP block 1.9, mIAP act 0.983, mIAP inh 1.7, A3G deaminase 0.2, hIAP inh -3.9, ATG4B inh 21.3 and APOBEC3A inh 5.1.
Cc1nn(Cc2ccc(Cl)c(Cl)c2)c(C)c1NC(=O)c1cc(C2CC2)on1 was read as beta cell repl -3.7, hIAP act 0.888, MPTP block -0.5, mIAP act 0.979, mIAP inh 2.1, A3G deaminase -2.8, hIAP inh 11.2, ATG4B inh 3.7 and APOBEC3A inh 4.8.
`Cc1cccc(N2CCN(CCCNC(=O)c3ccc(NC(=O)C4=CSCCO4)cc3)CC2C)c1` (configuration not stated) gave beta cell repl -3.4, hIAP act 1.29, MPTP block 1.6, mIAP act 0.993, mIAP inh 0.7, A3G deaminase -0.6, hIAP inh -29.5, ATG4B inh -1.5 and APOBEC3A inh -2.6.
For COc1ccc(OCCn2c(=O)sc3ccccc32)cc1 the results were beta cell repl -2.9, hIAP act 0.904, MPTP block 0.1, mIAP act 1.11, mIAP inh -11.2, A3G deaminase -1.9, hIAP inh 9.6, ATG4B inh 3.6 and APOBEC3A inh 6.6.
For CCOC(=O)c1cnn(-c2ccccc2)c1NC(=O)CN1CCCCC1 the results were beta cell repl 3.7, hIAP act 1.11, MPTP block 1.4, mIAP act 1.05, mIAP inh -5.2, A3G deaminase -8.2, hIAP inh -11.4, ATG4B inh 2.5 and APOBEC3A inh -5.3.
Screening CC(CCn1cccn1)NC(=O)c1cc(COc2ccc(F)cc2Cl)on1 (configuration not stated) returned beta cell repl 0.0, hIAP act 1.15, MPTP block 1.0, mIAP act 1.15, mIAP inh -14.6, A3G deaminase -2.1, hIAP inh -14.5, ATG4B inh -32.2 and APOBEC3A inh 1.6.
For Cc1ccccc1C(=O)Nc1nncs1 the results were beta cell repl 0.6, hIAP act 1.15, MPTP block -1.0, mIAP act 0.973, mIAP inh 2.7, A3G deaminase -3.9, hIAP inh -14.8, ATG4B inh 3.5 and APOBEC3A inh 1.0.
`N/C(=N\OC(=O)Oc1ccccc1)c1ccc(Cl)cc1` gave beta cell repl 0.0, hIAP act 1.03, MPTP block -6.1, mIAP act 0.976, mIAP inh 2.4, A3G deaminase 4.0, hIAP inh -2.8, ATG4B inh -9.9 and APOBEC3A inh -1.1.
O=C(O)CC1(CC(=O)Nc2ccc(F)c(Cl)c2)CCCCC1 was read as beta cell repl -2.3, hIAP act 0.965, MPTP block 8.6, mIAP act 1.12, mIAP inh -11.8, A3G deaminase -5.0, hIAP inh 3.5, ATG4B inh 11.5 and APOBEC3A inh -4.1.
COC(=O)C(Cc1ccccc1)NS(=O)(=O)c1ccc(F)cc1Br (configuration not stated) was read as beta cell repl 2.0, hIAP act 0.887, MPTP block 2.1, mIAP act 1.06, mIAP inh -5.7, A3G deaminase -4.1, hIAP inh 11.3, ATG4B inh 0.6 and APOBEC3A inh 0.1.
Cc1ccc(Oc2cnn(-c3ccccc3)c(=O)c2Br)cc1 was read as beta cell repl -1.0, hIAP act 1.03, MPTP block 2.3, mIAP act 0.93, mIAP inh 7.0, A3G deaminase -0.7, hIAP inh -3.1, ATG4B inh 3.3 and APOBEC3A inh 1.6.
